Compound activity deposited in PubChem BioAssay by The Scripps Research Institute Molecular Screening Center.
MITF inh: MITF inhibitors, primary screen, biochemical, AlphaScreen, human. AID 1259374, 2018. 650,000 compounds, 0.91% hits. inhibition, % at 2.6 µM. Microphthalmia-associated transcription factor (Homo sapiens), O75030. AlphaScreen MITF homodimerization, bead proximity signal; in the data active means inhibition above about 50%;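 further: 0% = vehicle wells with protein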
Target sequence (O75030 whole entry, looked up): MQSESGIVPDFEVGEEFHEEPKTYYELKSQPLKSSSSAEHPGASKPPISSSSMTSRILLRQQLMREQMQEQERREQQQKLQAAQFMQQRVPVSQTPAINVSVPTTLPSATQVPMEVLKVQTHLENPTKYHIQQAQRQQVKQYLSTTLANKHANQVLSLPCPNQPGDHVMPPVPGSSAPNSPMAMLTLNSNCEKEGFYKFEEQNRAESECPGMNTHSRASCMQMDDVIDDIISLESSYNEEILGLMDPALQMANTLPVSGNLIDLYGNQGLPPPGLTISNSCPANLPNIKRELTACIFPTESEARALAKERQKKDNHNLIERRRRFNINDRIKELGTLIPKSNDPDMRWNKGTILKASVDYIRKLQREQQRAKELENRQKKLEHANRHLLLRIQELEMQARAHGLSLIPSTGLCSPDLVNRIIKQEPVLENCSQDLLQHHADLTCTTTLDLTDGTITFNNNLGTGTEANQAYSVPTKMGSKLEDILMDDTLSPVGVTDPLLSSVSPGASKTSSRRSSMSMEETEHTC
TEAD-YAP inh: TEAD-YAP interaction inhibition, primary screen, TEAD-YAP interaction inhibitor project, luminescence, HEK-TIYL cells; inhibition, % at 9.12 µM; 640,000 compounds, 1.4% hits; TEAD-Gal4/YAP UAS-luciferase luminescence; in the data active means inhibition above about 32%;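 further: 0% = median of test compound wells and 100% = reference inhibitor wells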
FBW7 activator: FBW7 E3 ligase activators, primary screen, biochemical, AlphaScreen, human. AlphaScreen FBW7–phospho-cyclin E peptide binding, activator screen. normalized activity (activation), % at 26.1 µM. 650,000 compounds, 0.13% hits. AID 1259310, 2017; in the data active means normalized activity above about 1.9%;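 further: purified mutant Fbw7 with reduced substrate affinity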
GPR151 ag: activators of human GPR151, primary screen, cell-based, PathHunter beta-arrestin, luminescence. 650,000 compounds, 1% hits. activation, % at 11.2 µM. PathHunter beta-arrestin GPR151 cells. G-protein coupled receptor 151 (Homo sapiens), Q8TDV0; in the data active means activation above about 4.9%;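 further: 0% = median of compound wells and 100% = cells with positive control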
Target sequence (Q8TDV0 whole entry, looked up): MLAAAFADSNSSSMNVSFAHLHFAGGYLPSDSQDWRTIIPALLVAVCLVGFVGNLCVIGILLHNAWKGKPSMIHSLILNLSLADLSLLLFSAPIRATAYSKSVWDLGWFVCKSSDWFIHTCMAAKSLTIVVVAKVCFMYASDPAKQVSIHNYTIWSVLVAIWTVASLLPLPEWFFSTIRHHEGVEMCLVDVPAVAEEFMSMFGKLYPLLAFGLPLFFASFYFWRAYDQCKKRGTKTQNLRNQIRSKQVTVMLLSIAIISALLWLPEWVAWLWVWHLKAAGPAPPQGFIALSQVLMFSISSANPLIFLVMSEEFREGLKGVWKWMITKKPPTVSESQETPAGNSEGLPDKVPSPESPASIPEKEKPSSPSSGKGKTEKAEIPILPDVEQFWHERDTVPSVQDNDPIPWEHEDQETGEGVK
Starred values were filed as active, the others as inactive; & = joins results of further samples.

Order of results: MITF inh	TEAD-YAP inh	FBW7 activator	GPR151 ag
- CCC(=O)NC(=S)Nc1ccc2ccccc2c1
 : 1.8	-53.1	-0.1	-0.5
- CCN1CCCC1CNC(=O)c1cc2c(=O)oc3ccccc3c2s1 (stereo not given)
 : 5.2	-2.3	0.2	0.8
- Cc1ccc(S(=O)(=O)Nc2n[nH]c(C(=O)O)n2)cc1
 : 10.8	7.6	0.2	-1.6
- COc1cc2nc(-c3ccc(N4CCOCC4)nc3)nc(N)c2cc1OC
 : 19.4	-6.7	0.0	-0.1
- O=C(NCC(=O)N1CCCCC1)c1ccc(Br)cc1
 : -8.8	-40.1	0.0	-0.5
- O=C(Cn1ccc([N+](=O)[O-])n1)Nc1ccc2c(c1)OCO2
 : -9.0	-18.7	-0.1	2.7
- CCN(CC)S(=O)(=O)c1ccc(NC(=O)c2ccc(F)cc2)cc1
 : -11.8	-8.5	0.1	-0.5
- CCOC(=O)C1=C(C)NC(=O)NC1c1ccc(OCC(=O)N2CCCCC2)cc1 (stereo not given)
 : 7.5	9.9	0.2	-1.0
- COc1cc(/C=N/Nc2ccccc2[N+](=O)[O-])cc(Br)c1O
 : 9.3	-54.3	-0.5	-5.2
- CN1C(=O)c2cccc3c(Cl)cc(Cl)c1c23
 : 2.1	6.1	0.0	-0.3
- Cc1ccc(C(=O)Nc2cccc(-c3nc4cc(C)cc(C)c4o3)c2)c(Cl)c1
 : 7.3	-8.3	0.0	1.2
- O=C(NC1CCCCC1)c1c(O)c2ccccc2[nH]c1=O
 : -11.5	-14.1	0.0	-0.2
- Nc1c(C(=O)NCCNC(=O)c2sc(=S)n(-c3ccccc3)c2N)sc(=S)n1-c1ccccc1
 : 8.1	-5.0	0.1	-0.2
- CC1(C)CC(=O)C2=C(C1)Nc1nc3ccccc3n1C2c1ccc(Cl)cc1Cl (stereo not given)
 : -11.1	-7.8	0.2	0.7
- COC(=O)CC[C@H]1CN(Cc2cccc(O)c2)CC[C@H]1N1CCCC1
 : 2.8	3.4	0.1	1.0
- CCOC(=O)CC1=NC(C)(C)CC12C=CC(=O)C=C2
 : 4.9	-2.9	0.4	0.9
- COC(=O)C(O)(c1ccc(O)c(Br)c1)C(F)(F)F (stereo not given)
 : 0.5	1.7	0.0	-0.2
- CCCCCC(=O)N1c2ccccc2NC2=C(C(=O)CC(C)(C)C2)C1c1ccccc1OC (stereo not given)
 : 1.2	16.1	0.2	0.5
- COc1ccc(C2C(C(=O)OCc3ccccc3)=C(C)NC3=C2C(=O)CCC3)c(OC)c1 (stereo not given)
 : -6.2	-1.1	0.3	0.7
- COc1ccc(C(C)=O)cc1CC1(C)C(=O)Nc2c(C(F)(F)F)cccc21 (stereo not given)
 : 13.0	4.0	0.1	-0.5

3 structures already listed, arranged by number of heavy atoms, highest first:
Order of results: MITF inh	TEAD-YAP inh	FBW7 activator	GPR151 ag
- CC1(C)CC(=O)C2=C(C1)Nc1nc3ccccc3n1C2c1ccc(Cl)cc1Cl (stereo not given)
 : -11.1	-7.8	0.2	0.7
- COc1cc(/C=N/Nc2ccccc2[N+](=O)[O-])cc(Br)c1O
 : 9.3	-54.3	-0.5	-5.2
- O=C(NCC(=O)N1CCCCC1)c1ccc(Br)cc1
 : -8.8	-40.1	0.0	-0.5

Looked up by structure from above:
Order of results: MITF inh	TEAD-YAP inh	FBW7 activator	GPR151 ag
- COc1ccc(C2C(C(=O)OCc3ccccc3)=C(C)NC3=C2C(=O)CCC3)c(OC)c1 (stereo not given)
 : -6.2	-1.1	0.3	0.7
- O=C(NCC(=O)N1CCCCC1)c1ccc(Br)cc1
 : -8.8	-40.1	0.0	-0.5
- COC(=O)C(O)(c1ccc(O)c(Br)c1)C(F)(F)F (stereo not given)
 : 0.5	1.7	0.0	-0.2

(cont.)
Order of results: MITF inh	TEAD-YAP inh	FBW7 activator	GPR151 ag
- COc1ccc(C(C)C)cc1-c1cnn2c(N3CCOCC3)ccnc12
 : 15.4	6.8	0.2	0.1
- COC(=O)CNC(=O)C(C)(C)Oc1ccc(Cl)cc1
 : 9.7	0.9	0.0	-0.7
- COc1ccc(C2N(C(=O)N3CCOCC3)CCN2S(=O)(=O)c2ccc(C)cc2)cc1 (stereo not given)
 : 8.8	15.2	0.0	-0.1
- COCCNC(=O)C(=O)NCc1ccc(OC)cc1
 : -0.6	5.7	0.0	-1.1
- Cc1ccc2nc(-c3ccc(SCC(N)=O)nc3)[nH]c2c1
 : -5.3	53.1*	-0.1	1.4
- O=c1[nH]c2ccc(S(=O)(=O)N3CCCCCC3)cc2[nH]1
 : -3.0	0.7	0.0	1.5
- Cc1nc(Oc2cccc(N)c2)c(C#N)c(C)c1[N+](=O)[O-]
 : 2.6	6.5	-0.1	0.9
- CC(=O)N1CCN(c2ccc(NC(=O)/C=C/c3ccccc3)cc2)CC1
 : -1.4	-11.0	0.1	0.5
- Cc1ccc(C(c2nnnn2Cc2ccc(F)cc2)N2CCN(C)CC2)cc1 (stereo not given)
 : 7.7	6.2	0.0	0.1
- CN(C)S(=O)(=O)c1ccc(C(=O)Oc2ccc(-n3ccnc3)cc2)cc1
 : 14.2	-2.0	0.1	-0.9
- COCC(C)N1CCC(Oc2cccc(C(=O)NCc3ccccc3)c2)CC1 (stereo not given)
 : 10.4	10.7	0.0	0.3
- COC(=O)C(NC(=O)c1ccc([N+](=O)[O-])o1)C(C)C (stereo not given)
 : 13.3	15.1	0.3	0.4
- CCN(CC)CCn1c(N)c(S(=O)(=O)c2ccccc2)c2nc3ccccc3nc21
 : 9.2	8.3	0.1	-1.1
- COc1cccc(NC(=O)/C=C/c2ccc(OC)c(Br)c2)c1
 : -3.9	-55.5	0.1	-1.2
- CN(C)C(=O)Cn1c(SCC(=O)Nc2ccc3c(c2)OCCO3)nc2ccccc21
 : -1.9	21.2	-0.2	0.0
- COc1cc(/C=N/NC(=O)c2nnn(-c3nonc3N)c2-c2ccccc2)ccc1O
 : -3.8	4.6	0.0	1.5
- OCc1ccc(-c2ccccc2Cl)o1
 : 3.4	-2.5	0.0	1.9
- Cc1ccc2nc(-c3ccc(NC(=O)COc4cc(C)c(Cl)c(C)c4)cc3)sc2c1
 : -0.8	2.4	0.0	0.1
- CCC(=O)Nc1cccc(NC(=O)c2ccc(OC(C)C)cc2)c1
 : -3.7	-17.5	-0.2	1.6
- COc1ccc(C(=O)Nc2c3c(nn2-c2ccc([N+](=O)[O-])cc2)CSC3)cc1OC
 : 1.9	6.8	0.1	-0.2

Taken from above.
GPR151 ag with `COc1ccc(C2C(C(=O)OCc3ccccc3)=C(C)NC3=C2C(=O)CCC3)c(OC)c1` (stereo not given) : 0.7
MITF inh with `O=c1[nH]c2ccc(S(=O)(=O)N3CCCCCC3)cc2[nH]1` : -3.0
FBW7 activator with `COc1ccc(C2N(C(=O)N3CCOCC3)CCN2S(=O)(=O)c2ccc(C)cc2)cc1` (stereo not given) : 0.0
FBW7 activator with `Cc1ccc2nc(-c3ccc(SCC(N)=O)nc3)[nH]c2c1` : -0.1

More results.
Order of results: MITF inh	TEAD-YAP inh	FBW7 activator	GPR151 ag
- COc1cccc(NC(=O)c2cnn(-c3ccccc3)c2-n2cccc2)c1
 : 0.9	-8.5	-0.2	0.2
- CCCc1cc(-c2[nH]ncc2-c2ccc3c(c2)OCCCO3)c(O)cc1OC
 : 11.2	8.8	0.0	-2.0
- COc1ccc(-c2nnc(NC(=O)c3ccc(S(=O)(=O)N4CCCCC4C)cc3)o2)cc1 (stereo not given)
 : -1.1	-1.8	-0.1	-0.6
- CCC(=O)N1CC2(C)CN(C(=O)CC)CC(c3ccccc3)(C1)C2=O
 : 26.2	-10.8	0.4	0.5
- CC(OC(=O)C1CCCO1)C(=O)NC1CCCC1 (stereo not given)
 : 5.4	1.4	0.1	1.6
- O=C(Cc1ccc(F)cc1)N1CCc2c(nc(N3CCCC3)[nH]c2=O)C1
 : 2.0	-0.3	0.1	-0.8
- COc1ccc(OC)c(-n2c(CNC(=O)c3ccc(S(=O)(=O)N(C)C)cc3)nnc2SCC(=O)N2CCCc3ccccc32)c1
 : 9.0	-7.8	0.0	-0.2
- Cc1ccc(CN[C@H]2C[C@H]3C(=O)N[C@@H]([C@@H](C)O)C(=O)N3C2)c(C)c1
 : -1.0	-4.0	0.7	-0.4
- Oc1ccc(Cl)cc1-c1nnc(-c2cc(Cl)ccc2O)o1
 : 43.5	2.7	1.0	2.3
- Cc1ccc(-c2nc3ccccc3c(=O)n2Cc2ccccc2Cl)cc1
 : 20.3	-28.3	-0.1	-0.4
- N#Cc1c(-c2ccccc2)cc(-c2ccccc2Cl)nc1SCC(=O)OCc1ccccc1
 : 4.5	-1.1	-0.1	0.9
- COCCn1c(N)c(NCc2ccccc2)c(=O)[nH]c1=O
 : 2.4	2.6	0.2	-0.5
- O=C(CCN1CCOCC1)N1N=C(c2c(-c3ccccc3)c3cc(Br)ccc3[nH]c2=O)CC1c1cccc([N+](=O)[O-])c1 (stereo not given)
 : -5.4	17.3	-0.1	1.1
- O=c1c2sc(=S)n(Cc3ccco3)c2nc(SCc2cc(=O)n3ccccc3n2)n1-c1ccc(F)cc1
 : -0.1	3.3	0.1	-0.4
- COc1ccccc1OC1CCN(C(=O)CCC2(Cc3cccs3)CCC(=O)N2)CC1 (stereo not given)
 : 14.9	11.3	0.1	-1.3
- CCc1ccc(C2CC(=O)Nc3c2cc(Br)c2ccccc32)cc1 (stereo not given)
 : -5.7	-5.1	-0.1	1.6
- COc1ccc(OC)c(C2C(C#N)=C(N)Oc3n[nH]c(-c4cccs4)c32)c1 (stereo not given)
 : 13.1	0.6	0.1	-0.4
- OC1CCC(Nc2nc(Nc3ccccc3)c3ncn(-c4ccsc4)c3n2)CC1 (stereo not given)
 : 11.1	9.3	0.0	-3.6
- CC(NC(=O)C1CC(=O)N(c2ccc(Br)cc2)C1)c1ccccc1 (stereo not given)
 : 0.8	8.6	0.0	-0.2
- CCOC(=O)N1CCN(S(=O)(=O)c2cc([N+](=O)[O-])ccc2Cl)CC1
 : -0.5	-0.2	0.1	-1.0
- CN(C)c1ccc(C2N(C(=O)N3CCOCC3)CCN2S(=O)(=O)c2ccccc2)cc1 (stereo not given)
 : 5.8	1.5	-0.1	0.9
- c1ccc2c(Nc3nc(NCc4nc5ccccc5[nH]4)c4[nH]cnc4n3)nccc2c1
 : -1.8	8.0	-0.3	1.2
- O=C(NCc1ccc(Cl)cc1)c1cc2c(s1)CSC2
 : 1.4	-14.5	-0.1	-1.3
- COc1cc(C2Nc3ccccc3NC3=C2C(=O)CC(C)(C)C3)cc([N+](=O)[O-])c1O (stereo not given)
 : -3.1	-16.4	-0.1	-0.6
- CCN(CC)C(=O)CSc1nnc(CNc2ccc(C)cc2)n1C
 : 9.9	5.9	0.1	-0.8
- FC(c1nc2ccccc2[nH]1)C(F)(F)F (stereo not given)
 : 3.9	-5.6	0.1	0.5
- Oc1ccc(CCNc2nc(N3CCN(c4ccccn4)CC3)nc3nc[nH]c23)cc1
 : -3.7	8.0	-0.1	0.9
- O=S(=O)(NCc1ccccc1F)c1ccc(S(=O)(=O)NC2CC2)cc1
 : -3.7	-5.0	0.3	2.3
- CCCCCCCNS(=O)(=O)Cc1ccccc1
 : 5.2	2.0	0.3	0.8
- CC(C)CN1CCNC(=O)C1CC(=O)NCc1scnc1-c1ccccc1 (stereo not given)
 : 3.4	11.1	0.0	1.7
- CC(=O)Oc1ccccc1/C=N/NC(=O)COc1ccc(I)cc1
 : 0.9	4.1	0.0	-0.1
- COc1ccc(OC)c(NC(=O)CNC2CCCCCC2)c1
 : 9.6	-1.3	-0.1	-0.9
- Nc1ccc(S(=O)(=O)NNC(=O)C(O)(c2ccccc2)c2ccccc2)cc1
 : 2.6	7.7	-0.1	1.5
- COC(=O)c1ccc(N2C(=O)C3ON(c4ccccc4C)C(c4ccc(F)cc4)C3C2=O)cc1 (stereo not given)
 : 8.1	4.0	0.1	-0.6
- Oc1ccc(Br)cc1/C=N/Nc1ncnc2nc[nH]c12
 : 75.0*	71.8*	-0.5	-2.2
- Cn1c(C(=O)Nc2ccc(Br)cc2)cc2c(=O)n3ccccc3nc21
 : 6.8	5.6	0.0	0.3
- CNCCCC12CCC(c3ccccc31)c1ccccc12
 : 8.4&18.5&14.4&10.1&12.1	-5.7&-2.1&28.9	-0.2&0.2&-0.2&0.0&0.1	0.4&-0.8&-1.7&-1.0&1.3
- COc1ccc(C(=O)Nc2ccc(S(=O)(=O)Nc3ccc(F)cc3)cc2)cc1
 : 5.6	0.1	0.5	-0.6
- O=C(CSc1nnc2ccc(-c3ccc(F)cc3)nn12)NCCc1ccccc1
 : -0.8	-2.8	0.3	-1.5
- COc1cccc(-c2nc3ccccc3c(=O)n2NC(=O)C2CCC(C(C)(C)C)CC2)c1 (stereo not given)
 : -6.9	12.9	0.0	0.6
- CCCCCCCC(=O)NNC(=O)c1ccccc1F
 : 7.3	-0.1	1.0	-0.4
- Cc1ccc(N2CC(NC(=O)c3cccs3)CC2=O)cc1C (stereo not given)
 : 5.3	1.7	0.1	1.0
